From PubChem BioAssay
CendR NRP1 mod: NRP-1/CendR interaction modulation | O14786 | FAM-RPARPAR peptide binding to NRP-1, fluorescence polarization | inhibition, % at 25 µM | 360,000 tested, 0.85% active | AID 602438;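 active = inhibition or corrected inhibition above about 18%, plus a signal ratio from 0.5 to 1.5, limit read from the data, passing the limit was not always enough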; note: strong numbers were not always called active
Target sequence (O14786 whole entry, looked up): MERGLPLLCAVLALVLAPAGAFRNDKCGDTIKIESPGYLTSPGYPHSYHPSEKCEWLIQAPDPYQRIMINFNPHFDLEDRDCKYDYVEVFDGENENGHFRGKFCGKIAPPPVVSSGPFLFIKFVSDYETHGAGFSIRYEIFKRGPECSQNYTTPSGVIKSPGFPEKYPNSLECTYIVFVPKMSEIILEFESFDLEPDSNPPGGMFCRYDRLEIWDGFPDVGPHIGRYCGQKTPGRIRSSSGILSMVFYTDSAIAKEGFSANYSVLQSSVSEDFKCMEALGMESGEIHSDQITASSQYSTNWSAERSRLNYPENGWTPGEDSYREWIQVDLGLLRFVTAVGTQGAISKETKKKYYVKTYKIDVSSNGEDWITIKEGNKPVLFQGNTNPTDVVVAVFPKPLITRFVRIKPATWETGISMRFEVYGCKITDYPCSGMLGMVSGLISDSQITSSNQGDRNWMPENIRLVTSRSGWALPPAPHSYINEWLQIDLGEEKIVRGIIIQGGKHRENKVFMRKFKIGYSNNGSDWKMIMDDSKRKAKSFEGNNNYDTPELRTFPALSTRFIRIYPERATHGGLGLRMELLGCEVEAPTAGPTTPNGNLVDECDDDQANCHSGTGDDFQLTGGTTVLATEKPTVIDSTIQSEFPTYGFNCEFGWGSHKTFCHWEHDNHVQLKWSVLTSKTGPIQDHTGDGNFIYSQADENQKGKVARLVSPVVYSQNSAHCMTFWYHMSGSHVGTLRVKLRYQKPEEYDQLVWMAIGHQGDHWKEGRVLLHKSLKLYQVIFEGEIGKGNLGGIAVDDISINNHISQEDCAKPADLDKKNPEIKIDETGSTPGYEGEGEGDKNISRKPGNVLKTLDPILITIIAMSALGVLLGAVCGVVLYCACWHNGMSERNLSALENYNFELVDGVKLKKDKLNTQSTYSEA
MsrA act: activators of bovine methionine sulfoxide reductase A; purified bovine MsrA, absorbance read-out; activation, % at 10.6 µM; 360,000 tested, 0.3% active; AID 602163; in the data active = activation above about 7.5%;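 note: 0% = vehicle and 100% = reference activator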
MT1-MMP act inh: MT1-MMP (human) activation inhibition; P50281; 360,000 tested, 0.061% active; GFP/RFP ratio change, % at 20 µM; HT1080 RFP-PRO-GFP cells, GFP/RFP ratio fluorescence, overnight; percent of plate control window, DMSO zero;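 active = GFP/RFP ratio change of at least 30% with cell ATP level not reduced by more than half and red fluorescence within 50% of control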; note: strong numbers were not always called active
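Assay system: HT1080 RFP-PRO-GFP cells | Dosing: 20 µM single dose, 1% DMSO | Incubation: Cells overnight before dosing, compound overnight, 37 °C, 5% CO2 | Evaluation: GFP/RFP fluorescence ratio | Control set: DMSO-only wells and HT1080 RFP-L50D-GFP cell wells as references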
FAS-TE inh: inhibitors of human fatty acid synthase thioesterase domain. recombinant FAS-TE, OMFH fluorogenic substrate, fluorescence endpoint. P49327. inhibition, % at 15 µM. 360,000 tested, 0.67% active;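 active = compounds whose normalised, plate-corrected inhibition of enzyme fluorescence in the single-dose primary screen is 50% or more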;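 note: 0% = DMSO with enzyme and 100% = substrate without enzyme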
PABP1 MLLE inh: inhibitors of microRNA-mediated deadenylation, human PABP1 MLLE binding; 360,000 tested, 0.36% active; P11940; AID 588489; inhibition, % at 20 µM; GST-MLLE / FITC-PAM2 fluorescence polarization; in the data active = inhibition above about 35%, passing the limit was not always enough;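 note: plate controls were DMSO wells with GST-MLLE for no effect and wells lacking GST-MLLE protein for full effect; some results filed as inactive read as strong as hits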
TbMetRS inhib: Trypanosoma brucei MetRS inhibition | purified T. brucei MetRS, ATP depletion, Kinase-Glo luminescence | AID 624268 | 360,000 tested, 0.4% active | inhibition, % at 11.9 µM;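 active = inhibition above a per-plate cutoff of the control wells' mean inhibition plus 3 SD, cut at about 5.5% in these data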;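 note: 0% = DMSO wells median and 100% = median of wells with control inhibitor compound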
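System: purified T. brucei MetRS enzyme / Detection: Kinase-Glo luciferase luminescence reporting remaining unconsumed ATP / Medium: HEPES buffer with MgCl2, KCl, DTT, spermine, BSA, pyrophosphatase / Replication: singlicate, one well per compound / Evaluation: percent inhibition relative to median high and low control wells / Schedule: 2 h aminoacylation at 25 °C after 15 min preincubation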
MsrA inhibitor: bovine MsrA inhibition; 360,000 tested, 0.75% active; AID 651718; purified bovine MsrA, absorbance read-out; inhibition, % at 15.5 µM; in the data active = inhibition above about 4.5%;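 note: 0% = vehicle wells with enzyme and 100% = reference inhibitor wells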
SKN-1 block: inhibitors of C. elegans SKN-1; C. elegans VP596 Pgst-4::GFP/RFP ratio, acrylamide-induced, 24 h; inhibition, % at 21.8 µM; 360,000 tested, 0.49% active; AID 624304;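 active = interference check ratio from 0.5 to 1.5 plus GFP to RFP signal ratio inhibition reaching or exceeding a fixed threshold, cut at about 30% in these data, passing the limit was not always enough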; note: some compounds called inactive have numbers as strong as hits
eLon inh: E. coli protease La inhibition | purified E. coli Lon protease, fluorescence polarization | inhibition, % at 7.94 µM | 360,000 tested, 0.42% active; in the data active = inhibition above about 13%, passing the limit was not always enough;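 note: 0% = enzyme with probe and DMSO and 100% = no enzyme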
* marks the source's active call; other numbers are inactive results; · = not tested or not shown.

| nr | SMILES | CendR NRP1 mod | MsrA act | MT1-MMP act inh | FAS-TE inh | PABP1 MLLE inh | TbMetRS inhib | MsrA inhibitor | SKN-1 block | eLon inh |
| --- | --- | --- | --- | --- | --- | --- | --- | --- | --- | --- |
| 1 | COC(=O)c1c(C)[nH]c(C(=O)CN2C(=O)NC3(CCOc4ccccc43)C2=O)c1C (stereo not given) | 8 | -2 | 3 | 0 | -9 | 0.1 | -0.3 | 3 | -7 |
| 2 | O=C(CN1C(=O)NC2(CCCC2)C1=O)c1ccc(Cl)s1 | -18 | -2 | 1 | -3 | -8 | 0.1 | 0.3 | 5 | -9 |
| 3 | COc1ccccc1/C=C1\SC(=S)N(CCC(=O)Nc2cc(C)on2)C1=O | -27 | -3 | -4 | 4 | -18 | -0.4 | 0.5 | 11 | -6 |
| 4 | C=CCNC(=O)C1CCN(c2cc(C)nc(-c3ccccc3)n2)CC1 | 4 | -2 | -10 | -6 | 7 | -0.1 | -0.1 | -10 | -11 |
| 5 | O=C1N(CCCN2C(=O)C3(OCCO3)c3ccccc32)c2ccccc2C12OCCO2 | -5 | -2 | 6 | 2 | -10 | -1.0 | 0.2 | -17 | 14 |
| 6 | CCOc1ccccc1CNCCNC(=O)c1nonc1N | -6 | -4 | -6 | -2 | 0 | -0.5 | 0.7 | 4 | 1 |
| 7 | COc1ccc(C2=CC(=O)C[C@H](c3ccc(OC)cc3)C2)cc1 | 4 | 3 | 4 | 23 | 5 | 0.2 | 1.4 | -10 | -13 |
| 8 | CCc1cccc(CC)c1NC(=O)C1CCN(C(=O)c2ccco2)CC1 | -1 | -2 | 2 | -4 | 23 | -0.2 | -1.0 | 1 | -4 |
| 9 | Cc1ccc(SSc2cc(C)ccc2N)c(N)c1 | 3 | -8 | 10 | -5 | 24 | -0.2 | -0.3 | -3 | 5 |
| 10 | O=C(NCc1ccccn1)c1cc(-n2cnnc2)ccc1Cl | -3 | 1 | -3 | -6 | 3 | -0.5 | -1.5 | 27 | 1 |
| 11 | Cc1ccc(Oc2cc(NC(=O)CCCn3nc([N+](=O)[O-])c(Cl)c3C)cc([N+](=O)[O-])c2)cc1 | -4 | -3 | 1 | 37 | 8 | -0.7 | 1.0 | -5 | -2 |
| 12 | O=C(COc1ccccc1)Nc1nnc(-c2ccc3c(c2)CCCC3)o1 | -8 | -4 | 4 | 3 | 8 | -0.4 | -0.1 | -16 | -2 |
| 13 | Cn1cc(C(=O)N2CCN(c3ccccc3)CC2)c(=O)c2cc(S(=O)(=O)N3CCCC3)ccc21 | 6 | -8 | 4 | 10 | 12 | -0.6 | 1.9 | -2 | 9 |
| 14 | C=CCNc1nc2c(c(=O)n(C)c(=O)n2C)n1CCCCCC | 4 | 0 | 1 | -1 | 6 | 0.2 | 1.1 | 4 | -11 |
| 15 | O=C(NC1CCCCC1)C(c1ccccc1F)N(Cc1ccco1)C(=O)Cn1nnc2ccccc21 (stereo not given) | 12 | 3 | 0 | 7 | 5 | 1.3 | -0.1 | 5 | 5 |

| nr | SMILES | CendR NRP1 mod | MsrA act | MT1-MMP act inh | FAS-TE inh | PABP1 MLLE inh | TbMetRS inhib | MsrA inhibitor | SKN-1 block | eLon inh |
| --- | --- | --- | --- | --- | --- | --- | --- | --- | --- | --- |
| 16 | CSCCC(NC(=O)COc1ccccc1)C(=O)N(C)Cc1cccc(F)c1 (stereo not given) | 5 | -2 | 0 | 17 | 5 | -0.2 | 1.7 | -8 | -6 |
| 17 | c1ccc(OCc2nnc3n2CCCCC3)cc1 | 7 | -8 | 1 | -8 | 9 | -0.8 | -0.8 | 0 | 6 |
| 18 | CN(C)c1ccc(N=Nc2ccccc2C(=O)OCC(=O)N(C)C2CCCCC2)cc1 | -8 | -1 | -1 | 13 | -3 | 0.1 | -1.4 | 11 | 8 |
| 19 | CS(=O)(=O)Nc1ccc2c(c1)ncn2CCc1ccccc1 | 1 | -4 | 0 | -4 | 7 | -0.9 | -0.6 | 6 | 1 |
| 20 | COC(=O)c1ccc(S(=O)(=O)N2CCN(C)CC2)n1C | -5 | -6 | 1 | -7 | 2 | -0.4 | -0.2 | 4 | -2 |
| 21 | Cc1ccc(S(=O)(=O)c2nc(S(=O)(=O)c3ccc(C)cc3)c(N3CCN(CCO)CC3)s2)cc1 | 10 | -10 | -5 | 2 | -13 | -0.3 | 1.3 | -6 | 3 |
| 22 | O=C(NCc1ccccc1Cl)c1ccc2nc([C@@H]3O[C@H](CO)[C@@H](O)[C@H]3O)[nH]c2c1 | 4 | -3 | 1 | -10 | 9 | -0.1 | -0.3 | 7 | -15 |
| 23 | O=C(Cc1cccs1)Nc1nc(-c2ccccc2)cs1 | 11 | -1 | -7 | 18 | 10 | 0.0 | -0.4 | -4 | 5 |
| 24 | c1ccc(Cn2c(-c3ccco3)nc3nc4ccccc4nc32)cc1 | -44 | -2 | -20 | 7 | -23 | -1.2 | 2.5 | -1 | -27 |
| 25 | C[n+]1ccc(/C=C/c2c[nH]c3ccccc23)cc1 | 121 | -2 | -295 | -18 | -71 | 0.1 | -0.9 | -30 | -380 |
| 26 | CC(OC(=O)c1c[nH]c2ccccc12)C(=O)N1CCCC1 (stereo not given) | 2 | -1 | -1 | -7 | -9 | 0.1 | 0.8 | 12 | 0 |
| 27 | CCOc1ccc(OCCSc2ccc(S(=O)(=O)N3CCN(C)CC3)cn2)cc1 | 12 | 0 | 3 | 25 | -45 | 0.6 | 0.0 | -5 | 0 |
| 28 | Cc1c(CCC(C)C)c(=O)n2c([nH]c3ccccc32)c1C#N | 10 | 0 | 1 | 1 | 7 | -0.4 | · | -3 | 2 |
| 29 | CC(C)c1ccc(S(=O)(=O)N2CCN(C(=O)Cc3ccsc3)CC2)cc1 | -6 | -5 | 0 | 6 | -3 | -0.2 | -1.8 | 8 | -4 |
| 30 | Cc1ccc(C(=O)Nc2ccc3c(c2)OCO3)cc1S(=O)(=O)N1CCCCC1 | 14 | -10 | 1 | 18 | 15 | -0.9 | 3.2 | -12 | -10 |

| nr | SMILES | CendR NRP1 mod | MsrA act | MT1-MMP act inh | FAS-TE inh | PABP1 MLLE inh | TbMetRS inhib | MsrA inhibitor | SKN-1 block | eLon inh |
| --- | --- | --- | --- | --- | --- | --- | --- | --- | --- | --- |
| 31 | CCOc1cc(/C=C2/NC(=O)N(CC(=O)OC)C2=O)ccc1O | -3 | -5 | -2 | -5 | 1 | -0.2 | 7.4* | 2 | -12 |
| 32 | C[C@H](NC(=O)c1ncn2c1C(=O)NC[C@H]2C)C(=O)OC(C)(C)C | -11 | -5 | 2 | -7 | 3 | 1.0 | 0.9 | -6 | -6 |
| 33 | Nc1nc(-c2ccc3ccccc3c2)cs1 | 0 | -3 | 3 | 0 | 24 | -0.7 | 0.2 | 18 | -3 |
| 34 | CCP(=O)(c1ccccc1)C(C)(C)O (stereo not given) | -6 | -1 | 0 | -8 | -11 | -0.5 | -0.6 | -9 | -11 |
| 35 | Cc1ccc(CNC(=O)C2COc3ccccc3O2)cc1 (stereo not given) | 5 | 0 | 3 | -2 | -4 | -0.5 | -0.4 | -9 | -8 |
| 36 | O=C(CSc1ccc(Cl)cc1)Nc1ccc(N2CCN(C(=O)c3ccco3)CC2)cc1 | -26 | 6 | 5 | 12 | 6 | 0.2 | 0.3 | 8 | -1 |
| 37 | S=C(NCCC(c1ccccc1)c1ccccc1)Nc1ccc(Cl)cc1 | 16 | -6 | 5 | 24 | 10 | -0.2 | 0.3 | 3 | 0 |
| 38 | Cn1c(O)c(/C=N/Nc2ccccc2)c(=O)n(C)c1=O | 0 | -9 | -2 | -12 | 20 | -0.6 | 0.6 | 3 | 1 |
| 39 | CC(Oc1ccc2c(=O)c(-c3ccc(Cl)cc3)c(C(F)(F)F)oc2c1)C(=O)O (stereo not given) | 8 | -3 | 0 | -2 | 8 | 0.0 | 0.2 | -12 | -4 |
| 40 | COc1ccc(C=NNC(=O)NN=Cc2ccc(OC)c(OC)c2)cc1OC | 5 | -5 | 1 | -5 | 4 | -0.9 | 2.8 | 13 | -6 |
| 41 | C/C(N)=C(/C#N)C(=O)COC(=O)CCCNC(=O)c1ccc(Cl)cc1 | 2 | -2 | -1 | -2 | -20 | 1.1 | -0.8 | 9 | -7 |
| 42 | O=C1c2ccccc2C(Nc2ccc3c(c2)OCO3)N1Cc1ccco1 (stereo not given) | 6 | -5 | -2 | 4 | 9 | -0.4 | -0.2 | -12 | 7 |
| 43 | COc1cc(S(=O)(=O)N2CCOCC2)ccc1NC(=O)CSc1n[nH]c(=O)[nH]c1=O | -2 | -9 | -2 | -9 | -13 | -0.7 | -0.4 | 9 | -1 |
| 44 | O=C1CCCN1CCCNS(=O)(=O)c1cccs1 | -1 | -3 | -1 | -6 | -14 | -0.2 | -0.3 | 2 | -3 |
| 45 | CC(C)CCNC(=O)NC(=O)CSc1nnc(-c2ccccc2Br)o1 | 2 | -1 | 1 | -8 | -20 | -0.1 | -0.4 | 19 | -5 |
| 46 | CCN(C(=O)Cc1c(C(=O)O)n(CC)c2ccccc12)c1cccc(C(F)(F)F)c1 | 8 | -1 | 1 | -1 | 0 | 0.5 | 0.9 | 4 | -6 |
| 47 | O=CN1CCN(C(=O)c2ccc3c(c2)OCO3)CC1 | 9 | -5 | 0 | -5 | 20 | 0.1 | -0.9 | 1 | 0 |

Some of the entries above in another layout.
37) S=C(NCCC(c1ccccc1)c1ccccc1)Nc1ccc(Cl)cc1
38) Cn1c(O)c(/C=N/Nc2ccccc2)c(=O)n(C)c1=O
39) CC(Oc1ccc2c(=O)c(-c3ccc(Cl)cc3)c(C(F)(F)F)oc2c1)C(=O)O (stereo not given)
40) COc1ccc(C=NNC(=O)NN=Cc2ccc(OC)c(OC)c2)cc1OC
41) C/C(N)=C(/C#N)C(=O)COC(=O)CCCNC(=O)c1ccc(Cl)cc1
42) O=C1c2ccccc2C(Nc2ccc3c(c2)OCO3)N1Cc1ccco1 (stereo not given)
43) COc1cc(S(=O)(=O)N2CCOCC2)ccc1NC(=O)CSc1n[nH]c(=O)[nH]c1=O
entry no.,37,38,39,40,41,42,43
CendR NRP1 mod,16,0,8,5,2,6,-2
MsrA act,-6,-9,-3,-5,-2,-5,-9
MT1-MMP act inh,5,-2,0,1,-1,-2,-2
FAS-TE inh,24,-12,-2,-5,-2,4,-9
PABP1 MLLE inh,10,20,8,4,-20,9,-13
TbMetRS inhib,-0.2,-0.6,0.0,-0.9,1.1,-0.4,-0.7
MsrA inhibitor,0.3,0.6,0.2,2.8,-0.8,-0.2,-0.4
SKN-1 block,3,3,-12,13,9,-12,9
eLon inh,0,1,-4,-6,-7,7,-1
